Bfl-1 Bim block – disrupts Bim binding to human Bfl-1; inhibition, % at 10 µM; Bead-based flow cytometry, Bim-Bfl-1 binding inhibition; 190,000 compounds, 0.12% hits;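 also: 0% = wells without compound plus tracer and 100% = blocker peptide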
RGS7-Gao reg – regulators of human RGS7-Galphao interaction | 220,000 compounds, 0.35% hits | Multiplexed bead flow cytometry, RGS7-Galphao binding; actives lie on both sides | binding response (% of control), % at 10 µM; in the data active = binding response below about 49% or above about 150%; inconclusive = no clear call, values can overlap the other calls; inactive = in between;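 also: fluorescent Galphao held in activated GDP-AlF4 state binding bead-coupled RGS7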
Bim-Bcl-B – disrupts Bim peptide binding to human Bcl-B | Q9HD36 | 190,000 compounds, 0.073% hits | inhibition, % at 10 µM | AID 951 | bead-based flow cytometry;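 also: 0% = tracer peptide without compound and 100% = reference inhibitor peptide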
Target sequence (Q9HD36 whole entry, looked up): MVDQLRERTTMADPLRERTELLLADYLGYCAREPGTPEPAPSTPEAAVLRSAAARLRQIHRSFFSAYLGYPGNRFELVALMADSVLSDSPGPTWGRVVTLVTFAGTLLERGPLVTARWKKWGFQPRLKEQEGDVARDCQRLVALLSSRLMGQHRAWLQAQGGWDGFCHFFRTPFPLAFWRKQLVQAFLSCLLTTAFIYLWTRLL
Bcl-2 Bim block – inhibitors of Bim-Bcl-2 interaction, human. Bead-based flow cytometry, Bim peptide-Bcl-2 binding. inhibition, % at 10 µM. 190,000 compounds, 0.06% hits. AID 950; in the data active = inhibition above about 40%; inconclusive = no clear call, values can overlap the other calls;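 also: 0% = no compound wells with probe peptide and 100% = reference peptide inhibitor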
Target sequence (P10415 whole entry, looked up): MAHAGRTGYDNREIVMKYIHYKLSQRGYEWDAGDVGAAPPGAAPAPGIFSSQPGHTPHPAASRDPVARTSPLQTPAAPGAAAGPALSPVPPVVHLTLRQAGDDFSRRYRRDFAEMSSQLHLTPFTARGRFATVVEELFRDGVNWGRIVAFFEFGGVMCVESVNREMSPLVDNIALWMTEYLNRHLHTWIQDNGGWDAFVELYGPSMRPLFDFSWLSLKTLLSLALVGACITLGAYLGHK
Mcl-1 Bim block – human Bim-Mcl-1 interaction inhibition. Bead-based flow cytometry, Bim peptide-Mcl-1 binding. inhibition, % at 10 µM. Q07820. 190,000 compounds, 0.1% hits;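 also: 0% = no compound tracer wells and 100% = peptide blocker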
Target sequence (Q07820 whole entry, looked up): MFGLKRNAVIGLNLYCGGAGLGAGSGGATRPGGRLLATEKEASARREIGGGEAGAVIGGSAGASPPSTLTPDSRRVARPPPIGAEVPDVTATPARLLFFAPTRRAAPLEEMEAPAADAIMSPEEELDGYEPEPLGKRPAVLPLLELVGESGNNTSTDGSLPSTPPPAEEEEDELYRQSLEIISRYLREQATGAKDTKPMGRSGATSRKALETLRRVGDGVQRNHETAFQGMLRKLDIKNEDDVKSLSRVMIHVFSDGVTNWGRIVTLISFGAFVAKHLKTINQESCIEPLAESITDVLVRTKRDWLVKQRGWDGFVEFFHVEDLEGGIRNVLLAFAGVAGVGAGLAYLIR
Mcl1-Bid inh – Mcl-1/Bid interaction inhibition; AID 1021; 220,000 compounds, 0.97% hits; TR-FRET Mcl-1/Bid-Dy647 peptide binding, 1536-well; inhibition, % at 21.7 µM;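 active = compounds that cut the binding signal by more than half at the single screening dose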;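 also: His-tagged Mcl-1 with europium anti-His antibody binding Bid BH3 peptide; 0% = Mcl-1 plus peptide wells and 100% = peptide-only wells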
Mcl1 Noxa PPI – disrupts binding of human Mcl-1 to Noxa peptide; Q07820; TR-FRET Mcl-1/Noxa peptide binding, 2 h; inhibition, % at 21.7 µM; 220,000 compounds, 1.5% hits; AID 1022;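 active = compounds that cut the protein-peptide binding signal by more than 50% relative to plate controls in a single-dose test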;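 also: His-tagged Mcl-1 with rhodamine Noxa BH3 peptide and terbium anti-His antibody; 0% = Mcl-1 plus Noxa peptide wells and 100% = peptide-only wells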
RGS8-Gao – regulators of human RGS8-Galphao interaction. P09471. multiplexed bead flow cytometry, RGS8-Galphao binding; actives lie on both sides. response (percent of control binding), % at 10 µM. 220,000 compounds, 0.34% hits; in the data active = response below about 60% or above about 140%; inactive = in between;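 also: Galphao activated as the GDP aluminium fluoride complex binding bead-coupled RGS8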
RGS4-Gao reg – modulates binding of RGS4 to human Galphao; P09471; Multiplexed bead flow cytometry; actives lie on both sides; binding response (% of control), % at 10 µM; 220,000 compounds, 0.33% hits; AID 1415; in the data active = binding response below about 49% or above about 150%; inactive = in between;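 also: fluorescent Galphao activated with aluminum fluoride binding bead-coupled RGS4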
Bim-Bcl-XL – inhibitors of Bim-Bcl-XL interaction, human; Q07817; 190,000 compounds, 0.04% hits; AID 1007; inhibition, % at 10 µM; Bim peptide-Bcl-XL binding, bead flow cytometry, fluorescence
Bcl-W Bim block – inhibitors of Bim-Bcl-W interaction, human | Q92843 | bead-based flow cytometry, Bim peptide-Bcl-W binding | inhibition, % at 10 µM | 190,000 compounds, 0.02% hits;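 also: 0% = bound tracer without compound and 100% = peptide blocker; higher means less fluorescent Bim peptide bound to Bcl-W beads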
Target sequence (Q92843 whole entry, looked up): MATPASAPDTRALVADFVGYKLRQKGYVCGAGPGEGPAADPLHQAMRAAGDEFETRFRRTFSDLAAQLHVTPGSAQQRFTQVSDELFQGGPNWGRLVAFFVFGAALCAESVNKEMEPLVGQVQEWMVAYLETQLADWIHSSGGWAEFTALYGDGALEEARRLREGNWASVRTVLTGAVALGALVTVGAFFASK
Starred values were filed as active, the others as inactive; ? = inconclusive; · = not tested or not shown. Rule as the data show it, unless noted: active = inhibition above about 40%.

SMILES | Bfl-1 Bim block | RGS7-Gao reg | Bim-Bcl-B | Bcl-2 Bim block | Mcl-1 Bim block | Mcl1-Bid inh | Mcl1 Noxa PPI | RGS8-Gao | RGS4-Gao reg | Bim-Bcl-XL | Bcl-W Bim block
COc1ccc(Nc2cc(C)nc(N3CCOCC3)n2)cc1 | -12 | 96 | -8 | -4 | -5 | 5 | 4 | 99 | 94 | -4 | -3
Cc1ccccc1NC(=O)c1cc([N+](=O)[O-])ccc1NCCN1C(=O)CCC1=O | -5 | 112 | -10 | -8 | 1 | 0 | -18 | 102 | 107 | -7 | -1
Nc1c(N)c2ccccc2oc1=O | -12 | 104 | -6 | -3 | 0 | -75 | -4 | 101 | 101 | -5 | -1
CCCn1nnc(NC(=O)/C=C/c2ccco2)n1 | · | ? | · | · | · | -45 | 20 | 100 | 101 | · | ·
O=C(N/N=C/c1cn(-c2ccccc2)nc1-c1ccccc1)c1ccco1 | -12 | 99 | -9 | -9 | -3 | -18 | 33 | 101 | 100 | -1 | 0
O=C(CCNC(=O)c1ccccc1Cl)Nc1nc(-c2ccccc2Cl)cs1 | 0 | 101 | -4 | -5 | -2 | 5 | 14 | 102 | 100 | -5 | -3
Cc1ccc(CN2CCN(Cc3ccccn3)CC2CCO)cc1 (centres undefined) | -7 | 102 | -5 | 0 | -1 | -37 | 5 | 101 | 100 | -2 | -2
COc1ccc(Cl)cc1N(C(C)C(=O)NC1CCCC1)S(C)(=O)=O (centres undefined) | -3 | 98 | 0 | 2 | 1 | -40 | 10 | 98 | 100 | -1 | 1
CCOCCCNC(=O)CCNS(=O)(=O)c1ccc(C)cc1 | -8 | 102 | -4 | -2 | 0 | -13 | 5 | 101 | 100 | -1 | 5
COc1cc(OC)c(/C=N/NC(=O)Cn2nc([N+](=O)[O-])cc2C)c(OC)c1 | · | ? | · | · | · | -2 | 3 | 105 | 108 | · | ·
COc1cccc(NC(=S)NCc2ccccn2)c1 | -3 | 103 | -21 | -1 | -3 | -31 | -12 | 101 | 105 | -4 | 0
CCOC(=O)/C(=C\c1cccc(O)c1)c1nc2sc(C)c(C)c2c(=O)[nH]1 | 35 | 128 | -1 | 16 | 13 | -20 | -1 | 91 | 99 | 25 | 16
CSc1ncccc1C(=O)OCC(=O)c1ccc2c(c1)NC(=O)CO2 | · | ? | · | · | · | 31 | -41 | 101 | 97 | · | ·
COc1ccc(C2c3c(-c4cc(Cl)c(C)cc4O)n[nH]c3C(=O)N2Cc2cccnc2)cc1OC (centres undefined) | 3 | 96 | 1 | 0 | 2 | -63 | 31 | 92 | 92 | -5 | 2
Nc1ccccc1C#CCCCCO | -2 | 96 | -1 | -2 | 0 | -2 | -3 | 100 | 96 | -3 | -2
CC(C)(C)OC(=O)NCCc1nnc(SCC(=O)Nc2ccc(Br)cc2)o1 | · | ? | · | · | · | -32 | -1 | 103 | 103 | · | ·
Cc1cc(C)cc(NC(=S)/C(=C(\[O-])c2ccc(Cl)cc2Cl)[n+]2ccc(C(C)(C)C)cc2)c1 | · | ? | · | · | · | -109 | -51 | 93 | 90 | · | ·
COc1ccccc1-n1c(-c2ccc(Cl)cc2)c[nH]c1=S | 5 | 101 | 42* | 0 | -6 | -58 | 7 | 96 | 99 | -5 | -2
CC(C)Oc1cccc(C(=O)NC(=S)Nc2cccc(C(F)(F)F)c2)c1 | -13 | 96 | -13 | -14 | -2 | -16 | 13 | 97 | 100 | 2 | -2
COc1ccc(-c2cc(=O)oc3c(C)c(OCc4nn[nH]n4)ccc23)cc1 | -19 | 102 | -5 | -7 | -3 | 11 | 10 | 101 | 104 | -5 | -2

A portion taken from the entries so far:
SMILES | Bfl-1 Bim block | RGS7-Gao reg | Bim-Bcl-B | Bcl-2 Bim block | Mcl-1 Bim block | Mcl1-Bid inh | Mcl1 Noxa PPI | RGS8-Gao | RGS4-Gao reg | Bim-Bcl-XL | Bcl-W Bim block
COc1ccc(Cl)cc1N(C(C)C(=O)NC1CCCC1)S(C)(=O)=O (centres undefined) | -3 | 98 | 0 | 2 | 1 | -40 | 10 | 98 | 100 | -1 | 1
CCOCCCNC(=O)CCNS(=O)(=O)c1ccc(C)cc1 | -8 | 102 | -4 | -2 | 0 | -13 | 5 | 101 | 100 | -1 | 5
COc1cc(OC)c(/C=N/NC(=O)Cn2nc([N+](=O)[O-])cc2C)c(OC)c1 | · | ? | · | · | · | -2 | 3 | 105 | 108 | · | ·
COc1cccc(NC(=S)NCc2ccccn2)c1 | -3 | 103 | -21 | -1 | -3 | -31 | -12 | 101 | 105 | -4 | 0
CCOC(=O)/C(=C\c1cccc(O)c1)c1nc2sc(C)c(C)c2c(=O)[nH]1 | 35 | 128 | -1 | 16 | 13 | -20 | -1 | 91 | 99 | 25 | 16
CSc1ncccc1C(=O)OCC(=O)c1ccc2c(c1)NC(=O)CO2 | · | ? | · | · | · | 31 | -41 | 101 | 97 | · | ·
COc1ccc(C2c3c(-c4cc(Cl)c(C)cc4O)n[nH]c3C(=O)N2Cc2cccnc2)cc1OC (centres undefined) | 3 | 96 | 1 | 0 | 2 | -63 | 31 | 92 | 92 | -5 | 2
Nc1ccccc1C#CCCCCO | -2 | 96 | -1 | -2 | 0 | -2 | -3 | 100 | 96 | -3 | -2
CC(C)(C)OC(=O)NCCc1nnc(SCC(=O)Nc2ccc(Br)cc2)o1 | · | ? | · | · | · | -32 | -1 | 103 | 103 | · | ·
Cc1cc(C)cc(NC(=S)/C(=C(\[O-])c2ccc(Cl)cc2Cl)[n+]2ccc(C(C)(C)C)cc2)c1 | · | ? | · | · | · | -109 | -51 | 93 | 90 | · | ·
COc1ccccc1-n1c(-c2ccc(Cl)cc2)c[nH]c1=S | 5 | 101 | 42* | 0 | -6 | -58 | 7 | 96 | 99 | -5 | -2
CC(C)Oc1cccc(C(=O)NC(=S)Nc2cccc(C(F)(F)F)c2)c1 | -13 | 96 | -13 | -14 | -2 | -16 | 13 | 97 | 100 | 2 | -2
COc1ccc(-c2cc(=O)oc3c(C)c(OCc4nn[nH]n4)ccc23)cc1 | -19 | 102 | -5 | -7 | -3 | 11 | 10 | 101 | 104 | -5 | -2

Further results follow.
SMILES | Bfl-1 Bim block | RGS7-Gao reg | Bim-Bcl-B | Bcl-2 Bim block | Mcl-1 Bim block | Mcl1-Bid inh | Mcl1 Noxa PPI | RGS8-Gao | RGS4-Gao reg | Bim-Bcl-XL | Bcl-W Bim block
CC(=O)Oc1ccccc1C1OCCN1C(C)=O (centres undefined) | -1 | 101 | -1 | -3 | 0 | -2 | -10 | 99 | 100 | -1 | 0
O=C(CCN1C(=O)/C(=C\c2ccccc2)SC1=S)NNC(=O)c1cccnc1 | 7 | 104 | 1 | 6 | 0 | -6 | 4 | 119 | 104 | 1 | -1
O=C(NNS(=O)(=O)c1ccc2ccccc2c1)C1CCN(Cc2ccccc2)CC1 | -1 | 100 | -1 | -2 | -2 | -8 | 4 | 104 | 102 | 0 | -2
CCCO/N=C1/C(=O)N(c2ccccc2)c2ccccc21 | · | 91 | · | ? | · | 8 | 5 | 101 | 94 | · | ·
O=C(CSc1nnc(CNc2ccc(F)cc2)n1Cc1ccccc1)NCc1ccccc1 | 0 | 91 | 0 | 2 | 0 | -28 | -11 | 95 | 91 | -3 | 0
CN1C(=O)Cc2cc(S(=O)(=O)N3CCOCC3)ccc21 | -1 | 96 | -5 | -4 | 0 | -13 | -1 | 97 | 100 | -2 | -2
O=C(c1ccco1)N1CCN(C(=O)C2CC2)CC1 | -2 | 96 | -4 | -3 | -4 | -13 | -8 | 98 | 98 | -6 | -2
CCn1c(C)nc2cc(C(=O)NNS(=O)(=O)c3ccc(C)c(C)c3)ccc21 | -21 | 97 | -11 | -9 | -1 | 4 | -14 | 99 | 97 | -12 | -2
CCOc1ccc2nc(SCC(=O)Nc3ccc4c(c3)OCCO4)[nH]c2c1 | -10 | 112 | -7 | -8 | 0 | -5 | 8 | 101 | 99 | -1 | 2
CC(NS(C)(=O)=O)C(c1cccs1)N1CCN(Cc2ccccc2)CC1 (centres undefined) | -12 | 99 | -5 | -10 | -2 | -15 | -4 | 101 | 101 | -2 | 0
CSc1cccc(NC(=O)C2CCN(C(=O)c3ccccc3C)CC2)c1 | -5 | 95 | -8 | -4 | -4 | -27 | -1 | 100 | 102 | -4 | -4
Cc1csc(NC(=O)C2CCN(C(=O)CSc3nnc(C)n3Cc3ccccc3)CC2)n1 | -3 | 97 | -4 | -3 | -2 | -2 | 14 | 101 | 99 | 0 | -2
CCN(CC)c1ccc(N=Cc2ccccc2[N+](=O)[O-])cc1 | 6 | 95 | -11 | 1 | -5 | -99 | 8 | 84 | 93 | -7 | -2
CC(C)Oc1ccc(OCCCN2CCCCCC2)cc1 | -14 | 100 | -5 | -8 | -3 | 54* | -5 | 98 | 95 | -20 | 0
Cc1c(NC(=S)NCc2ccc(F)cc2)cccc1[N+](=O)[O-] | -6 | 101 | -12 | -7 | -4 | -44 | -4 | 100 | 102 | -9 | -6
Cc1noc(C)c1C(=O)N1CCN(c2ccc(OCc3ccccc3)cc2)CC1 | · | ? | · | · | · | -36 | -7 | 99 | 98 | · | ·
COc1ccc(-c2ccc(C#N)c(SCC(=O)NCCc3ccccc3)n2)cc1OC | -5 | 106 | -8 | -3 | -8 | 19 | -13 | 111 | 104 | -8 | -6
COc1ccc(-c2nn(C)c(=O)c3ccccc23)cc1CNS(C)(=O)=O | -9 | 96 | -8 | -11 | -3 | -11 | 20 | 103 | 102 | -3 | 0
O=C(NCc1ccco1)c1ccccc1-c1nc(-c2ccccc2)no1 | -11 | 98 | -6 | -5 | 0 | 3 | 1 | 99 | 101 | -5 | 1
CN(C)c1nc(C(=O)O)nc(N2CCOCC2)n1 | · | ? | · | · | · | -15 | 16 | 100 | 99 | · | ·
CC1(C)CC(NCc2ccc3c(c2)OCO3)CCO1 (centres undefined) | 0 | 101 | -1 | -2 | -3 | -4 | -2 | 104 | 101 | -2 | -1
COc1cc(NC(=O)COC(=O)CSc2ccccc2F)c(C)cc1[N+](=O)[O-] | -2 | 101 | -8 | -4 | -9 | -14 | -6 | 105 | 106 | -8 | -6
O=C(CN1C(=O)c2ccccc2C1=O)Nc1cc([N+](=O)[O-])ccc1O | 0 | ? | 0 | 0 | 1 | -49 | 20 | 102 | 101 | 0 | 2
Cn1c(CC(=O)Nc2ccc(Cl)c(Cl)c2)nnc1SCC(=O)Nc1nccs1 | -4 | 102 | -2 | 0 | 1 | 22 | -33 | 106 | 105 | 0 | -3
